# Neddyl block: cullin neddylation inhibition; TR-FRET cullin neddylation, biochemical; calls only at 25 µM; actives 0.58% (n = 360,000); AID 651699; in the data active = inhibition above about 36%
# Tb MetRS inh: Trypanosoma brucei MetRS inhibition | AID 624268 | purified T. brucei MetRS, ATP depletion, Kinase-Glo luminescence | inhibition, % at 11.9 µM | actives 0.4% (n = 360,000);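 active = inhibition above a per-plate cutoff of the control wells' mean inhibition plus 3 SD, cut at about 5.5% in these data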;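 note: 0% = DMSO wells median and 100% = median of wells with control inhibitor compound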
#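 Material: T. brucei methionyl-tRNA synthetase, purified; reagent: substrates ATP, L-methionine and bulk Escherichia coli tRNA; dosing: 11.9 µM single point; timing: 15 min plus 2 h at 25 °C; detection: luminescence of leftover ATP; evaluation: % inhibition; control set: DMSO-only wells as low control; replicates: singlicate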
# CendR NRP1 mod: alters CendR peptide binding to human NRP-1. FAM-RPARPAR peptide binding to NRP-1, fluorescence polarization. inhibition, % at 25 µM. actives 0.85% (n = 360,000). AID 602438;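 active = inhibition or corrected inhibition above about 18%, plus a signal ratio from 0.5 to 1.5, limit read from the data, passing the limit was not always enough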; note: strong numbers were not always called active
# Target sequence (O14786 whole entry, looked up): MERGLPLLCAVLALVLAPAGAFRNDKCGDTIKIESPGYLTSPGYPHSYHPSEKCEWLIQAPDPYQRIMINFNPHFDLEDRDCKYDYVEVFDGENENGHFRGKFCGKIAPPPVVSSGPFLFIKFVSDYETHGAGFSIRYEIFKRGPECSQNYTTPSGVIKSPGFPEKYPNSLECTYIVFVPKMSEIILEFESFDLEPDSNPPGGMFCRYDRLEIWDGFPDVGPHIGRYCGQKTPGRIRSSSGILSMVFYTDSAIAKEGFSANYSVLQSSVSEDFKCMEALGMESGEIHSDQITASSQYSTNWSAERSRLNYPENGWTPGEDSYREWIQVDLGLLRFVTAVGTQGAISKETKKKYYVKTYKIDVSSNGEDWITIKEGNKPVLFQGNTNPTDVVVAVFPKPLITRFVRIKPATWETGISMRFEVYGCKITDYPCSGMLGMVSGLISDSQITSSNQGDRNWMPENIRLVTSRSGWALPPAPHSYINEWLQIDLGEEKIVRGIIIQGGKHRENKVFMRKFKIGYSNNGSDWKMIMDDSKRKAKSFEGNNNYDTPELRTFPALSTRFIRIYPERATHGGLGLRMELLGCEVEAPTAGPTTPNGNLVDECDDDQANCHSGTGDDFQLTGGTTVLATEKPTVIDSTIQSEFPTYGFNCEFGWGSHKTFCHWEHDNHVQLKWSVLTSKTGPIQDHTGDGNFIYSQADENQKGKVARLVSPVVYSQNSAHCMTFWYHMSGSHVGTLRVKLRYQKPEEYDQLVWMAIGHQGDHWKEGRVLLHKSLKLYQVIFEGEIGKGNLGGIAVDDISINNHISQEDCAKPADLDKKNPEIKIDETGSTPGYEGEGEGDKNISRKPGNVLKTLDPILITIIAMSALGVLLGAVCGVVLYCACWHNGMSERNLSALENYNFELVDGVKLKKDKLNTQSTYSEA
# SUMO1-SIM PPI: SUMO1-SIM interaction modulation; P63165; SUMO1 binding to a labelled peptide, TR-FRET, 1 h; inhibition, % at 20 µM; actives 0.33% (n = 360,000); in the data active = inhibition above about 37%
# STEP block: blocks human striatal-enriched tyrosine phosphatase | P54829 | recombinant STEP, OMFP fluorogenic substrate, fluorescence | inhibition, % at 20 µM | actives 0.25% (n = 360,000) | AID 588621;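 active = inhibition at 20 µM, scaled per plate between control wells, above about 37%, limit read from the data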;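 note: 0% = DMSO with enzyme and substrate and 100% = substrate only without enzyme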
#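 Assay system: isolated STEP enzyme / Timing: 20 min at room temperature, dark / Doses: 20 µM, 1% DMSO / Technique: fluorescence intensity, excitation 480 nm, emission 540 nm / Reagent: fluorogenic phosphatase substrate OMFP at 25 µM final / Measure: percent inhibition scaled to no-enzyme and uninhibited-enzyme controls, plate-pattern corrected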
# LMPTP inh: LMPTP (human) inhibition; inhibition, % at 20 µM; P24666; actives 0.22% (n = 360,000); recombinant LMPTP-A, OMFP fluorogenic substrate, fluorescence intensity;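 active = compounds that cut the enzyme signal by at least half of the control window in the single-dose screen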;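 note: plate controls were DMSO wells with enzyme plus substrate for no effect and substrate without enzyme for full effect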
# Target sequence (P24666 whole entry, looked up): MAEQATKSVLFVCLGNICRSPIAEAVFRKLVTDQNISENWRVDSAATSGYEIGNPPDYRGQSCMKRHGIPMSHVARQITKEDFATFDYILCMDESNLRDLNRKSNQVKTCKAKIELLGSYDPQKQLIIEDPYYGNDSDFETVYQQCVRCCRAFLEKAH
#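 Material: LMPTP-A; amount: 0.625 nM enzyme; doses: single 20 µM dose; times: reaction 50 min, room temperature, dark; technique: fluorescence intensity of OMFP turnover product; benchmarks: no-enzyme and uninhibited controls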
# NadD block: blocks S. aureus nicotinate mononucleotide adenylyltransferase; purified NadD enzyme, colorimetric absorbance read-out; inhibition, % at 20 µM; actives 0.78% (n = 360,000); in the data active = inhibition above about 26%; note: some compounds past the cut are filed as inactive
# DNMT1 block: blocks human DNA methyltransferase DNMT1; P26358; actives 0.83% (n = 360,000); inhibition (reported as % activation of signal), % at 10 µM; DNMT1 molecular beacon, Hinp1I cleavage, fluorescence; AID 588458; in the data active = inhibition above about 50%
# Scp1 inh: blocks human Scp-1 phosphatase activity | Q9GZU7 | Recombinant Scp1, phosphopeptide, malachite green phosphate absorbance | inhibition, % at 20 µM | actives 0.88% (n = 340,000);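 active = inhibition above about 50% at 20 µM, limit read from the data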;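 note: plate controls were DMSO wells with enzyme for no effect and wells lacking enzyme for full effect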
#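 System: SCP-1 catalytic domain; Reagent: Phospho 17-mer peptide substrate; Doses: one concentration, 20 µM, with 1.0% DMSO; Incubation: 45 min room-temperature reaction, 5 min colour, 30 min stabiliser; Signal: Phosphate-binding colour reagent, absorbance read at 630 nm.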
# SKN-1 inh: C. elegans SKN-1 inhibition; C. elegans VP596 Pgst-4::GFP/RFP ratio, acrylamide-induced, 24 h; inhibition, % at 21.8 µM; actives 0.49% (n = 360,000); AID 624304;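 active = interference check ratio from 0.5 to 1.5 plus GFP to RFP signal ratio inhibition reaching or exceeding a fixed threshold, cut at about 30% in these data, passing the limit was not always enough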; note: some compounds called inactive have numbers as strong as hits
# An asterisk follows results filed as active; i = inactive; nt = not tested or not shown. Random draw from the library. Share with any hit: about 4.6%.
DNMT1 block	SUMO1-SIM PPI	Neddyl block	Scp1 inh	Tb MetRS inh	STEP block	CendR NRP1 mod	LMPTP inh	SKN-1 inh	NadD block	molecule
-8	-3	i	2	-1.1	0	-5	0.6	-8	3	COc1ccc(C(=O)/C=C/C(=O)N(CC(=O)NCCC(C)C)Cc2cccs2)c(O)c1
6	3	i	nt	-1.2	0	13	-1.8	-2	-6	COc1ccc(C(=O)NC[C@H]2O[C@@H](n3cnc4c(N)ncnc43)[C@H](O)[C@@H]2O)cc1OC
3	1	i	1	-1.0	-4	7	-0.6	-15	0	CC(NC(=O)c1ccc(F)cc1F)C1CC2CCC1C2 (centres undefined)
nt	3	i	nt	-0.4	nt	-15	3.0	6	1	Cc1ccccc1C(=O)NCCN1CCC(n2c(=O)[nH]c3ccccc32)CC1
0	-1	i	-2	-0.5	0	-3	-0.4	4	5	COc1ccccc1N1CCN(/N=C/c2ccccc2C(=O)O)CC1
3	-21	i	-5	0.9	2	-18	1.1	-9	2	CCOC(=O)CN1C(=O)S/C(=C/c2ccco2)C1=O
-2	-27	i	2	-1.1	-3	-49	2.8	7	-7	CCOc1cc(/C=C2/SC(=S)N(CC3CCCO3)C2=O)ccc1O (centres undefined)
5	-2	i	-7	-0.3	1	3	2.0	14	10	C=CCOc1ccc(Br)cc1CNC(C)(C)C
-6	-3	i	-20	0.9	1	16	-0.1	8	-4	Cc1ccc(SCCC(=O)Nc2nccs2)cc1
1	-1	i	-13	-0.7	0	-2	-1.5	-10	-3	NC(=O)CN1C(=O)C(=O)N(Cc2ccc(F)cc2)C1=O
-1	0	i	3	-0.7	1	0	0.9	2	0	c1ccc(Oc2nc(-c3ccccn3)nc3ccccc23)cc1
1	6	i	-7	-0.1	-2	12	0.6	17	-6	COc1cc(CC(=O)NC(c2ccccc2)c2ccccc2)cc(OC)c1OC
4	0	i	2	-0.4	-1	8	-1.5	11	5	CCN(C(=O)COC(=O)c1ccco1)c1c(N)n(Cc2ccccc2)c(=O)[nH]c1=O
-3	-60	i	-9	-0.3	3	-7	-3.8	1	-4	CC1(C)Cc2c(sc(NC(=O)c3ccc(C(=O)c4ccccc4)cc3)c2C(N)=O)C(C)(C)N1
0	3	i	-5	-0.1	0	0	-1.5	14	-6	COc1ccc(CNC(=O)N2CCN(S(=O)(=O)c3ccccc3F)CC2)cc1
-1	4	i	-7	-0.1	0	-18	-0.8	7	-6	Cc1ccc(C(C)C)c(OCCCNCc2cccnc2)c1
-1	-28	nt	-4	-0.5	2	9	-1.0	4	1	COCCNC(=O)/C(C#N)=C/c1c(N2CCN(c3ccccc3)CC2)nc2ccccn2c1=O
-2	-1	i	6	0.3	-1	8	0.3	8	1	CCn1c(CNc2cccc(Cl)c2)nnc1SCc1ccccc1
-3	-5	i	-11	0.6	-1	-4	2.7	3	0	COc1ccc(C(=O)NCc2ccc(Cl)c(Cl)c2)cc1OC
67*	-1	nt	-1	-0.2	-1	-14	-0.2	-7	1	CCOc1cc(NC(=O)c2ccco2)c(OCC)cc1NC(=O)COc1ccccc1
3	4	i	-4	-0.1	-4	-15	0.6	12	1	COc1ccc(/C=C2/N=C(c3cccs3)OC2=O)cc1OC(C)C
28	8	i	-12	-0.9	-5	0	-0.3	-4	0	Cc1ccc(S(=O)(=O)N2CCCC2C(=O)Oc2ccccc2)cc1 (centres undefined)
1	16	i	0	-0.8	2	-17	0.1	3	-13	Cc1ccc(Cn2c(=O)c3ccccc3n3nc(C)cc23)cc1
7	-6	i	-7	0.0	-5	12	-2.0	-3	7	O=C(O)CCC(=O)c1cccc2ccccc12
0	0	i	-8	0.5	1	3	-0.5	15	-2	Cc1ccc(N(CC(=O)NC2CCC(C)CC2)S(=O)(=O)c2cccnc2)cc1 (centres undefined)
-1	-5	i	-8	-0.3	1	11	-1.4	8	-5	Cc1cccc(NC(=O)CSCC(=O)Nc2cccc3ncccc23)c1
0	1	i	-14	0.3	2	5	0.8	1	-2	COc1ccc(CCNC(=O)C2CC(=O)N(CCc3ccc(C)cc3)C2)cc1OC (centres undefined)
1	2	i	-3	-0.2	-1	6	-0.4	-15	0	COc1ccccc1NC(=O)c1ccc[n+]([O-])c1
-3	5	i	2	0.1	-2	1	-1.9	6	-7	Cc1[nH]c2ccccc2c1CC#N
1	-23	i	0	-0.6	-2	-1	1.6	73*	-8	Clc1ccc(-c2csc(-c3ccncc3)n2)cc1
4	-1	i	-2	-1.4	-2	-1	-1.7	-3	6	O=C(NCc1ccccn1)C1CCCN(S(=O)(=O)c2ccc(Br)cc2)C1 (centres undefined)
5	2	i	-10	-0.3	2	7	-1.4	2	0	Cc1cccc(C(=O)N[C@H](C(=O)Nc2ccc(C)c(S(=O)(=O)N3CCOCC3)c2)C(C)C)c1
3	-1	i	1	-1.0	2	11	-1.9	-11	-3	COc1cccc(CN(C)C(=O)Cn2cc(C)c(=O)[nH]c2=O)c1
6	1	i	-8	-0.8	-3	0	1.3	-4	0	Cc1cc(NC(=O)CN2C(=O)NC(C)(c3ccccc3)C2=O)no1 (centres undefined)
3	0	i	-1	-0.6	0	16	-1.0	-11	0	CC1CCC(NC(=O)C2c3ccccc3C(=O)N2Cc2ccc3c(c2)OCO3)CC1 (centres undefined)
10	3	i	5	-0.5	1	-30	1.7	7	10	CN(Cc1ccco1)S(=O)(=O)c1nnc(NC(=O)c2ccc(F)cc2)s1
2	9	i	nt	-0.1	2	-10	3.0	10	4	Cc1ccc(-c2nc3ccc(C)cn3c2Cc2ccsc2)cc1
1	-1	i	-13	-0.8	-3	-8	-1.6	-9	-2	Cn1c(SCc2ccccc2Cl)nnc1-c1cnccn1
2	2	i	1	-1.9	0	17	-0.6	-3	-3	Cc1cccc(NC(=S)Nc2cccc(C)n2)n1
2	4	i	-11	0.0	5	-6	1.9	1	-6	CCOC(=O)c1c(NC(=O)c2nn(CC)cc2Br)c(C#N)nn1-c1ccccc1
3	-5	i	-7	-1.0	2	-1	0.8	0	-2	CC(C)(C)OC(=O)N1CCN(c2ccc(CNC(=O)c3ccc(Cl)cc3)cc2)CC1
1	7	i	-2	-0.2	-2	16	0.1	0	-4	O=C(Nc1c2c(nn1-c1ccccc1)CS(=O)C2)c1ccc2c(c1)OCO2 (centres undefined)
0	0	i	-11	-0.4	0	13	2.4	19	-10	COc1ccc(N(CC(=O)Nc2ccc(C)c(C)c2)S(=O)(=O)c2c(C)noc2C)cc1
4	-22	i	-2	-0.3	12	-7	0.3	-19	-4	CN1C=CC=C/C1=C1\SC(=S)N(c2ccccc2)C1=O
0	1	i	-2	-0.3	-2	15	1.2	-4	-1	CCOCCn1c(CCCO)nc2ccccc21
23	4	i	62*	33*	17	6	12	-3	0	COc1ccc(CNC(=O)CSc2nnc3c(n2)[nH]c2ccc(F)cc23)cc1
2	-3	i	-5	0.0	2	4	-2.1	-4	-4	CC(C)c1ccc(CN(C(=O)c2ccco2)C2CCS(=O)(=O)C2)cc1 (centres undefined)
5	-3	i	-1	-0.6	0	-4	-1.4	6	-4	COc1cc(N/C(=N/S(=O)(=O)c2ccccc2)c2ccccc2)ncn1
8	2	i	-2	-0.8	0	-17	6.1	13	-4	Oc1ccccc1-c1nc(NCC2CCCO2)c2ccccc2n1 (centres undefined)
-8	-2	i	3	0.1	-2	-7	-0.4	-7	-1	COc1cc(NC(=O)Cn2nnc(-c3ccccc3N)n2)cc(OC)c1

# The results go on.
DNMT1 block	SUMO1-SIM PPI	Neddyl block	Scp1 inh	Tb MetRS inh	STEP block	CendR NRP1 mod	LMPTP inh	SKN-1 inh	NadD block	molecule
-2	4	i	4	-0.8	0	2	-1.9	6	11	CCn1c(C)cc(/C=C2\NC(=O)N(CC(=O)Nc3ccc(F)cc3)C2=O)c1C
-4	1	i	3	-0.1	8	-9	-1.9	7	-4	COC(=O)c1ccc(NC(=O)C2CC(=O)N(c3cc(C)ccc3C)C2)cc1 (centres undefined)
3	-27	i	-6	-0.7	-1	-5	0.2	12	-7	O=C(CCCNS(=O)(=O)c1cccc2nsnc12)NCc1ccccc1
2	2	i	-3	0.4	-3	4	-2.3	7	2	COc1ccc(S(=O)(=O)N(NC2=NS(=O)(=O)c3ccccc32)C(=O)C(C)C)cc1

# Grouped by structure: the compounds so far containing a halogen
DNMT1 block	SUMO1-SIM PPI	Neddyl block	Scp1 inh	Tb MetRS inh	STEP block	CendR NRP1 mod	LMPTP inh	SKN-1 inh	NadD block	molecule
3	1	i	1	-1.0	-4	7	-0.6	-15	0	CC(NC(=O)c1ccc(F)cc1F)C1CC2CCC1C2 (centres undefined)
5	-2	i	-7	-0.3	1	3	2.0	14	10	C=CCOc1ccc(Br)cc1CNC(C)(C)C
1	-1	i	-13	-0.7	0	-2	-1.5	-10	-3	NC(=O)CN1C(=O)C(=O)N(Cc2ccc(F)cc2)C1=O
0	3	i	-5	-0.1	0	0	-1.5	14	-6	COc1ccc(CNC(=O)N2CCN(S(=O)(=O)c3ccccc3F)CC2)cc1
-2	-1	i	6	0.3	-1	8	0.3	8	1	CCn1c(CNc2cccc(Cl)c2)nnc1SCc1ccccc1
-3	-5	i	-11	0.6	-1	-4	2.7	3	0	COc1ccc(C(=O)NCc2ccc(Cl)c(Cl)c2)cc1OC
1	-23	i	0	-0.6	-2	-1	1.6	73*	-8	Clc1ccc(-c2csc(-c3ccncc3)n2)cc1
4	-1	i	-2	-1.4	-2	-1	-1.7	-3	6	O=C(NCc1ccccn1)C1CCCN(S(=O)(=O)c2ccc(Br)cc2)C1 (centres undefined)
10	3	i	5	-0.5	1	-30	1.7	7	10	CN(Cc1ccco1)S(=O)(=O)c1nnc(NC(=O)c2ccc(F)cc2)s1
1	-1	i	-13	-0.8	-3	-8	-1.6	-9	-2	Cn1c(SCc2ccccc2Cl)nnc1-c1cnccn1
2	4	i	-11	0.0	5	-6	1.9	1	-6	CCOC(=O)c1c(NC(=O)c2nn(CC)cc2Br)c(C#N)nn1-c1ccccc1
3	-5	i	-7	-1.0	2	-1	0.8	0	-2	CC(C)(C)OC(=O)N1CCN(c2ccc(CNC(=O)c3ccc(Cl)cc3)cc2)CC1
23	4	i	62*	33*	17	6	12	-3	0	COc1ccc(CNC(=O)CSc2nnc3c(n2)[nH]c2ccc(F)cc23)cc1
-2	4	i	4	-0.8	0	2	-1.9	6	11	CCn1c(C)cc(/C=C2\NC(=O)N(CC(=O)Nc3ccc(F)cc3)C2=O)c1C

# Source: PubChem BioAssay
